TSHR antag: antagonists of human thyroid stimulating hormone receptor | actives 0.2% (n = 330,000) | TSHR-expressing cells, TSH-stimulated cAMP HTRF, 2 h; hits give low values | activity change, negative = inhibition, % at 11.5 µM | P16473;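 active = activity change below a set negative limit, meaning inhibition stronger than a set level, cut at about -70% in these data; inconclusive = activity change between two set negative limits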; note: % is set by controls: 0 for no effect and ±100 for the full control effect
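TSHR-expressing cells, 200/well, pre-treated with compound, then stimulated with EC80 TSH (4nM final) for 2 hours at 37 deg C. cAMP measured by competitive HTRF: anti-cAMP cryptate antibody in lysis buffer plus cAMP-d2, read after 30 minutes at room temperature.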
B2AR arrestin: beta2AR (human) beta-arrestin recruitment activity; P07550; beta-arrestin recruitment to beta2AR, cell-based reporter; Potency, µM (top dose mostly 46.1 µM), without a hit: top-dose activation, most hits filed as activators; actives 0.02% (n = 330,000); AID 492947;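 note: potency is the fitted concentration of half-maximal effect; 0% = DMSO controls and full agonism = EC100 isoproterenol or metaproterenol; nearly all actives have a fitted effect of over 65% in size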
Target sequence (P07550 whole entry, looked up): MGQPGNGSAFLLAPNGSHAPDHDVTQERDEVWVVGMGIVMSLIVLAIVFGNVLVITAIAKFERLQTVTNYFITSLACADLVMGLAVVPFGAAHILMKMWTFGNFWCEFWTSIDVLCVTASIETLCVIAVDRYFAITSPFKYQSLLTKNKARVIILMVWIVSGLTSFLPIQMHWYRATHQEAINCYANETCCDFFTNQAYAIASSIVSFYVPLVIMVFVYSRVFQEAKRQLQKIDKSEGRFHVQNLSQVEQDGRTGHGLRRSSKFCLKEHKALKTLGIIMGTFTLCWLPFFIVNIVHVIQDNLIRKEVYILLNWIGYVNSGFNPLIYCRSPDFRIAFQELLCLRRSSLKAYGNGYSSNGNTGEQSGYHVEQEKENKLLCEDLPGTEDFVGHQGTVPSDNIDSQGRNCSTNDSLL
TSG101-PTAP inh: blocks PTAP/TSG101 interaction to inhibit HIV-1 budding; Fluorescence polarization, FITC-PTAP peptide / Tsg101 binding; Potency, µM (top dose mostly 115 µM), for the others: at the highest dose activity change, negative = inhibition, usual class: inhibitors; 340,000 tested, under 10 active; AID 493005; active = well fitted inhibition curve with a large enough effect in the main read-out, with a control signal flat, not every such curve was filed as active; inconclusive = small, poorly fitted or top-dose-only effect, or effect the other way, or a change in a side signal; inactive = no such curve, though single readings can be large or run the other way; note: potency is the fitted concentration of half-maximal effect; % of control where 0% means no effect
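Fluorescence anisotropy tracks displacement of a FITC-tagged PTAP peptide (50 nM) from the Tsg101 binding domain (10 uM), following a 20 min room-temperature incubation at pH 7.5.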
Tb PFK block: inhibitors of T. brucei phosphofructokinase; actives 0.17% (n = 330,000); AID 485367; Potency, µM (top dose mostly 57.5 µM), for inactives: at the top dose activity, negative = inhibition, most hits filed as inhibitors; T. brucei PFK, ADP-Glo luminescence; O15648;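 note: potency is the fitted concentration of half-maximal effect; 0% = uninhibited 1x PFK enzyme wells and -100% = no-enzyme wells; nearly all actives have a fitted effect of over 60% in size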
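ADP-Glo luminescence quantified ADP after 45 min at room temperature, with 1.25 nM T. brucei PFK, 0.1 mM ATP and 0.5 mM fructose-6-phosphate in pH 8.0 TEA buffer. qHTS titrations up to 57 µM; curves classified by quality.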
USP2a inh: USP2a (human) protease inhibition; AID 463254; USP2 core, Ub-CHOP2 coupled fluorogenic reporter, 485/531; actives 0.01% (n = 330,000); Potency, µM (doses to about 38.3 µM), inactives show at the top dose activity change, negative = inhibition, hits mostly inhibitors; O75604;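 note: potency is the fitted concentration of half-maximal effect; plate controls were DMSO wells for no effect and full inhibition by NEM control for full effect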
Target sequence (O75604 whole entry, looked up): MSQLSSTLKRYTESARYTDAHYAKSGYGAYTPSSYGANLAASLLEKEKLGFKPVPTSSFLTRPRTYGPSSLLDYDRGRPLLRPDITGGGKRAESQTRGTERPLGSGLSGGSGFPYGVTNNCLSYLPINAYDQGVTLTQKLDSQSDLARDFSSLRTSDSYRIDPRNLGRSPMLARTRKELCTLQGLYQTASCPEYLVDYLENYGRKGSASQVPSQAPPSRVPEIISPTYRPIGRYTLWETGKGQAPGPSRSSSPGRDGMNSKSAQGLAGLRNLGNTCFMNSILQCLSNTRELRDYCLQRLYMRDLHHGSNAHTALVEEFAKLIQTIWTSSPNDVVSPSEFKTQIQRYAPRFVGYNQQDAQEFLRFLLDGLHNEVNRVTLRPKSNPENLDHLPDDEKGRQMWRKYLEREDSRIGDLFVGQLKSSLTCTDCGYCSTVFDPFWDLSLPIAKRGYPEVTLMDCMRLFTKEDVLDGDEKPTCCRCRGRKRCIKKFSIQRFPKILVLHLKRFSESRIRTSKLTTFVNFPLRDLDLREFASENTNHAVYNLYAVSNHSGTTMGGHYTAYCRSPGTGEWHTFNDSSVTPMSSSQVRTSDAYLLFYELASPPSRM
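Cell-free coupled assay: 10nM USP2 core preincubated 30min RT with compound in Tris-HCl pH 8.0/CaCl2/CHAPS buffer, then 25nM Ub-CHOP2 and 25nM reporter substrate; fluorescence (Ex 485/Em 531) read after 60min RT, normalized to NEM inhibition, concentration-response curves fitted.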
Eya2 inh: inhibitors of human Eya2 phosphatase activity; recombinant Eya2, OMFP fluorescence dephosphorylation (OMFP is methylfluorescein phosphate); Potency, µM (series often up to 76.9 µM), for inactives: top-dose activity, negative = inhibition, usual class: inhibitors; actives 0.006% (n = 330,000); AID 488837; note: potency is the fitted concentration of half-maximal effect; % is set by controls: 0 for no effect and ±100 for the full control effect
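Eya2 protein (added as 0.2 uM solution) was preincubated with compound for 10 min at ambient temperature in 50 mM HEPES pH 7.5, 50 mM NaCl, 5 uM MgCl2, 0.05% BSA, 1 mM DTT. OMFP (added at 50 uM) then reacted 10 min; fluorescence read at 485/525 nm.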
uPA surface inh: blocks generation of uPA at the cell surface. cell surface uPA generation assay, qHTS. Potency, µM (series often up to 38.3 µM), without a hit: top-dose activity change, negative = inhibition, actives largely listed as inhibitors. actives 0.31% (n = 330,000); active = well fitted inhibition curve with a large enough effect; inconclusive = small, poorly fitted or top-dose-only effect; inactive = no such curve, though single readings can be large or run the other way; tested in mouse RAW 264.7 cells; note: potency is the fitted concentration of half-maximal effect; % is set by controls: 0 for no effect and ±100 for the full control effect; nearly all actives have a fitted effect of over 55% in size
ELG1 repair inh: ELG1-dependent DNA repair inhibition; AID 504467; actives 2.3% (n = 330,000); Potency, µM (highest dose often 46.1 µM), inactives show top-dose activity change, negative = inhibition, actives largely listed as inhibitors; HEK293T ELG1-luciferase reporter, luminescence, 16 h; DNA damage induced by 5-fluorouridine; note: potency is the fitted concentration of half-maximal effect; % is set by controls: 0 for no effect and ±100 for the full control effect; nearly all actives have a fitted effect of over 55% in size
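Reporter activity after DNA damage by 5-fluorouridine is monitored. Compound-treated cells incubate 16 hr at 37 °C, then ONE-Glo is added for 30 min before luminescence reading.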
Mito fusion act: inhibitors of mitochondrial division or activators of mitochondrial fusion; S. cerevisiae fusion-defective mutant growth rescue, CellTiterGlo 48 h; Potency, µM (doses to about 46.1 µM), inactives show at the top dose growth rescue (activation), most hits filed as activators; actives 0.23% (n = 320,000); AID 485298;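 note: potency is the fitted concentration of half-maximal effect; % of control where 0% means no effect; nearly all actives have a fitted effect of over 45% in size; temperature-sensitive fusion mutants such as fzo1-1 at 37 °C on non-fermentable ethanol glycerol medium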
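Yeast fusion mutant, YPEG (non-fermentable carbon), compound, 48 h at 37C non-permissive; CellTiterGlo added, 10 min RT, luminescence read. Rescued growth = division inhibition.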
TCR activator: T cell receptor activation; Potency, µM (top dose mostly 9.22 µM), without a hit: top-dose activation of IL-2 secretion, actives largely listed as activators; 330,000 tested, under 10 active; AID 504894; primary human leukocytes, anti-CD3, IL-2 HTRF, 48 h; note: % of control where 0% means no effect
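Using a-CD3 beads without co-stimulation, primary human leukocytes were exposed to compounds for 48 hr. An HTRF IL-2 kit measured the cytokine, with europium-to-d2 energy transfer producing emission at 665nm upon 320nm excitation.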
Chronic BCR inh: chronic active BCR signaling inhibition; actives 0.05% (n = 340,000); Potency, µM (doses to about 46.1 µM), inactives show at the highest dose ratio change, negative = lower green/red ratio, hits mostly inhibitors; ABC-DLBCL IkBa-CBG/CBR reporter, luminescence ratio, 4 h; active = well fitted inhibition curve with a large enough effect in the signal ratio, with a control signal flat, not every such curve was filed as active; inconclusive = small, poorly fitted or top-dose-only effect, or effect the other way, or a change in a side signal; the % refers to the signal ratio;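 note: potency is the fitted concentration of half-maximal effect; plate controls were basal doxycycline-induced cells for no effect and cells given 10 µM MG132 for full effect; MG132 reads +100%, hits lower the ratio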
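Cell line TMD8 (human ABC DLBCL), stably expressing tet-inducible CBG68-IkBa fusion and CBR; IMDM/0.5% FBS; cpd up to 46 uM; dox induction, 4 h, 37C/5% CO2; dual luminescence; green/red ratio; MG132 control.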
Active calls of the source: *; u = inconclusive; x = not tested or not shown; [ ] = dose if it differs, or a comment. Unless noted, calls come from the whole dose curve; as a rule, active = well fitted curve in the direction sought with a large enough effect; inconclusive = small, poorly fitted or top-dose-only effect, or another doubt; inactive = no such curve, though single readings can be large; an effect the other way counts as inactive or inconclusive.

SMILES	TSHR antag	B2AR arrestin	TSG101-PTAP inh	Tb PFK block	USP2a inh	Eya2 inh	uPA surface inh	ELG1 repair inh	Mito fusion act	TCR activator	Chronic BCR inh
COc1ccc(-c2cccc(-c3cc(=O)oc4cc5c(cc34)OCO5)c2)cc1	-2	-0.8%	-1%	0%	0%	-2%	20%	-29%	x	0%[46.1 µM]	7%
COc1cc(C(O)c2nc3ccccc3n2C(C)C)cc(OC)c1OC (configuration not stated)	23	-0.9%	0%	-4%	0%	-6%	-11%	-17%	0%	-4%	-1%
O=C(NNC(=O)c1csc(N2CCOCC2)n1)c1ccc(=O)[nH]c1	8	-2.0%	-6%	0%	1%	7%	-8%	24%	-1%	5%	2%
COc1ccc(OC)c(C2C(C(=O)c3ccc(C)o3)=C(O)C(=O)N2c2cc(C)on2)c1 (configuration not stated)	-7	0.0%	-5%	-1%	1%	7%	-7%	-6%	-2%	-5%	2%
O=C(NC1CC1)C1=C[C@H](c2c[nH]c3ccccc23)C[C@H](OCCCCO)O1	-5	0.2%	-3%	3%	2%	-5%	-5%	2%	-4%	9%	3%
COC(=O)[C@@]1(C)[C@H]2C(=O)N(Cc3ccccc3)C(=O)[C@H]2[C@H]2CN(C)C(=NC3CCCCC3)N21	18	-0.2%	-5%	0%	1%	5%	7%	u	x	7%[46.1 µM]	1%
CC1c2cc3c(cc2CCN1C(=O)c1ccc(C(F)(F)F)cc1)OCCCO3 (configuration not stated)	6	0.1%	-2%	-1%	2%	6%	-5%	-11%	-11%	4%	-2%
O=C(CN1CCN(c2ccccc2F)CC1)c1ccc2cc[nH]c2c1	4	-0.7%	0%	3%	-5%	-4%	1%	0%	-1%	-3%	-4%
O=C(Cc1ccc(S(=O)(=O)N2CCOCC2)s1)Nc1ccc2c(c1)CCC2	-2	-1.1%	-5%	-6%	2%	-2%	2%	0%	-11%	2%	-1%
COC(OC)c1ccnc(SCc2ccccc2Cl)n1	-3	-0.1%	-1%	-3%	0%	-9%	10%	2%	-2%	-3%	u
COc1ccc(NC(=O)Nc2ccc3c(c2)C(=O)N([C@H](C)CO)C[C@H](C)[C@@H](CN(C)S(=O)(=O)c2ccc(OC)cc2)O3)cc1	-1	0.1%	-3%	0%	-7%	13%	-3%	3%	x	3%	0%
O=C(CSc1nc(O)cc(=O)[nH]1)N1CCOCC1	2	-0.1%	0%	6%	0%	-1%	0%	-4%	-7%	12%	-12%
O=C(Cc1cccc2ccccc12)NCC1CCCO1 (configuration not stated)	29	0.5%	-5%	2%	3%	-10%	1%	6%	-1%	0%	0%
CCn1c(=O)cc(O)c2ccccc21	13	0.0%	-19%	-3%	1%	5%	2%	15%	3%	7%	-1%
CSc1cccc(NC(=O)CN(c2cc(C)ccc2C)S(C)(=O)=O)c1	5	-0.4%	1%	1%	3%	6%	-4%	-6%	7%	0%	-1%
CCCN1C=CC(=CC=C(C#N)C#N)C=C1	-14	-0.5%	u	0%	u	u	7%	u	2%	5%	5%
Cc1cc(C)cc(N(C(=O)c2ccc(Br)o2)C2C=CS(=O)(=O)C2)c1 (configuration not stated)	2	0.1%	-2%	-2%	1%	10%	1%	-14%	2%	0%	8%
CC(=O)Nc1ccc(NC(=O)/C=C/c2ccc(Cl)cc2)cc1	-4	-1.0%	-2%	-11%	0%	-4%	-3%	u	2%	x	u
CC(=O)OC(C(=O)NC1CCCCC1)c1ccccc1F (configuration not stated)	4	-1.0%	-3%	-2%	3%	4%	-6%	10%	-9%	0%	-27%
CCc1cccc2c(C(=O)C(NC(C)CC)c3ccccc3)c[nH]c12 (configuration not stated)	0	0.3%	-6%	1%	-2%	14%	1%	3%	-15%	-3%	u
O=C(Nc1cccc(F)c1)C1CCCN1S(=O)(=O)c1cccc2cccnc12 (configuration not stated)	-5	0.6%	-3%	3%	-2%	7%	11%	-16%	1%	1%	u
O=C(CSc1nnc(-c2cccc(Cl)c2)o1)Nc1ccc2c(c1)OCCO2	-1	-0.4%	-5%	0%	0%	0%	-8%	u	2%	-4%[46.1 µM]	3%
CN(Cc1nc2ccccc2c(=O)[nH]1)C(=O)c1cccc(S(=O)(=O)N2CCCC2)c1	17	-0.4%	-5%	6%	0%	-14%	8%	-1%	6%	5%	4%
O=C(COC(=O)c1cccc(Br)c1)NC(=O)NC1CCCC1	-1	-0.2%	-5%	2%	-5%	-13%	-9%	20%	-6%	-2%	3%
O=C(N/N=C/C(Cl)=C/c1ccccc1)c1ccc2c(c1)OCO2	-13	-0.6%	3%	-16%	0%	-11%	6.3µM*	24%	4%	x	u
O=c1cc(N2CCc3ccccc32)[nH]c(=O)n1-c1ccccc1Cl	-2	-0.2%	-2%	-4%	-1%	-5%	-4%	12%	2%	2%	u
Clc1ccc(CNc2cnccn2)cc1Cl	11	-0.8%	2%	6.7µM*	9%	5%	-6%	-4%	5%	3%	u
Nc1ccc2c(c1)-c1ccccc1S(=O)(=O)N2	-6	-0.8%	-1%	10%	0%	11%	3%	29%	-1%	-1%	-1%
O=C(O)CCC(=O)NCC(=O)c1ccc(F)cc1	8	-0.5%	0%	0%	-2%	24%	2%	2%	-2%	4%	-17%
COc1ccc(C(=O)NC(=O)CSc2nnc(-c3ccco3)n2-c2ccccc2)cc1	-3	0.3%	-2%	u	1%	13%	-4%	4%	2%	-2%	4%
Cc1ccc(-c2noc(-c3cc4ccccc4oc3=O)n2)cc1	8	0.1%	-3%	-9%	1%	8%	3%	u	1%	0%	u
COc1cc(/C=C2/SC(=NCc3ccccc3)N(Cc3ccccc3)C2=O)ccc1O	4	0.4%	-9%	0%	-1%	-18%	4%	-19%	24%	-2%	u
COc1ccc(NC(=S)N2CCN(CCN=CC3=C(O)CC(c4ccccc4)CC3=O)CC2)cc1 (configuration not stated)	3	0.3%	0%	-10%	3%	0%	-5%	-15%	-4%	-1%[46.1 µM]	-1%
O=C1Nc2ccccc2C1(O)Cc1ccccn1 (configuration not stated)	6	-0.4%	-5%	1%	11%	15%	-2%	7%	-2%	5%	8%
C=CCn1c(N)cc(=O)nc1SC(C)C(=O)Nc1ccc(C(=O)OCC)cc1 (configuration not stated)	-2	0.4%	-7%	-8%	-1%	17%	2%	3%	-2%	0%	-2%
O=C1c2ccccc2NC(c2ccccc2)N1/N=C/c1ccccc1 (configuration not stated)	11	-0.2%	2%	-1%	-1%	-7%	-12%	u	0%	2%	u
CCc1noc(C)c1C(=O)NCCc1ccc(OC)c(OC)c1	7	-3.2%	x	-4%	2%	-3%	-6%	0%	3%	x	0%
CC(=O)c1cc(-c2ccccc2)n(CCC(=O)NC2CCCCCCC2)c1C	-7	-0.5%	-5%	-2%	-1%	-8%	-5%	-30%	-2%	4%[46.1 µM]	-4%
COc1ccc(C2C(C(=O)c3ccco3)=C(O)C(=O)N2CCN2CCOCC2)cc1 (configuration not stated)	-5	0.0%	-3%	1%	1%	-2%	2%	-4%	-6%	3%	-1%
Cc1nc2sc(C(c3cccs3)N3CCC4(CC3)OCCO4)c(O)n2n1 (configuration not stated)	0	-0.5%	0%	-2%	1%	4%	0%	8%	-4%	-1%[46.1 µM]	1%
CC(C)(C)NC(=O)CN(C(=O)CS(=O)CC(=O)Nc1ccc(F)cc1)c1ccc2c(c1)OCCO2 (configuration not stated)	7	0.1%	0%	-2%	1%	-8%	1%	16%	-5%	-3%	u
CN(C)S(=O)(=O)c1ccc(C(=O)Nc2ccccc2SCCC#N)cc1	-7	0.0%	-2%	-17%	1%	-6%	7%	4%	-4%	4%	u
Cc1nn(C)cc1CNC(=O)C1CCC(=O)N(Cc2cccc(C(F)(F)F)c2)C1 (configuration not stated)	0	-0.1%	-4%	-3%	2%	0%	1%	1%	-1%	10%	0%

Screening results from PubChem BioAssay.
